Screening data: PubChem, several laboratories
GlmU inhibition – inhibition of mycobacterial GlmU enzyme – biochemical, glucosamine-1-phosphate acetyltransferase (AID 1376); M. tuberculosis GlmU acetyltransferase enzyme assay; higher % means a stronger effect; inhibition, %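 (tested at 30 µM in the primary screen)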, or IC50 in µM where a hit was titrated; hit rate 0.25% among 220,000; in the data active means inhibition above about 13%; inconclusive means no clear call, values can overlap the other calls;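 further: 0% = complete reaction with vehicle and 100% = reaction without substrate; strong numbers were not always called active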
RmlCD inh 1536 – M. tuberculosis RmlC/RmlD inhibition; P9WH09+P9WH11; RmlC+RmlD coupled enzyme assay, percent inhibition; primary screen in compound mixtures; inhibition, % at 3.6 µM; hit rate 0.03% among 160,000; AID 1533; in the data active means inhibition mostly above about 34%, no sharp cut-off; inconclusive means no clear call, values can overlap the other calls; inactive means mostly below about 22%; further: some results filed as inactive read as strong as hits
Target sequence (P9WH09 whole entry, looked up): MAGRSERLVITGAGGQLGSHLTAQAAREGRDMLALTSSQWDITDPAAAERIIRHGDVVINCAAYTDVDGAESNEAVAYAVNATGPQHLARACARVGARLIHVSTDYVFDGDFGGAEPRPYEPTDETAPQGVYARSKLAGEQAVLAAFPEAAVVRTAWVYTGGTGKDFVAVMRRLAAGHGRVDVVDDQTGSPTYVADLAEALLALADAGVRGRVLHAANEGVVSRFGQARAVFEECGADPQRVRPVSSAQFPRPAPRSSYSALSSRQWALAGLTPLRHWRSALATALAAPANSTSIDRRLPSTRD
Target sequence (P9WH11 whole entry, looked up): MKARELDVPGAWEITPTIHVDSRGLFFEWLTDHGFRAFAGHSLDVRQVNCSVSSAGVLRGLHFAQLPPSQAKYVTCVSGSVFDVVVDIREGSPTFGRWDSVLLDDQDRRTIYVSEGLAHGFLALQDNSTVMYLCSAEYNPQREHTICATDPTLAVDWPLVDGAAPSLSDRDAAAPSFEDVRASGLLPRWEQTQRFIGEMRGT
Starred values were filed as active, the others as inactive; ? = inconclusive; · = not tested or not shown; & = joins results of further samples. Only part of the results is shown. The share of hits here may be higher or lower than overall.

Start of the listing, in advance (16 entries):
SMILES | GlmU inhibition | RmlCD inh 1536
COc1ccc(C(CCN2CCN(c3ccccc3)CC2)c2c(O)cc(OC)cc2OC)cc1 (centres undefined) | 4.0% | ·
COc1ccc(C2Nc3ccccc3C(=O)N2Cc2ccco2)cc1CN1C(=O)c2ccccc2C1=O (centres undefined) | -0.3%&-1.4% | -2
Cc1cc(Cl)ccc1OCC(O)CN1C(C)CCCC1C (centres undefined) | -5.7% | 12
Cc1cc(Cl)ccc1OCC(=O)N1CCCN(C(=O)COc2ccc(Cl)cc2C)CC1 | -11% | 4
COc1cc2c(cc1C=O)OCO2 | -1.5% | 4
COCc1cc(C)nc(OCC(=O)N/N=C/c2ccccc2O)c1C#N | 0.1% | -10
Cc1ccccc1CSCC(=O)N1CCN(c2ccccc2)CC1 | 2.1% | -8
Cc1ccccc1Nc1nc(N)nc(CSc2nnnn2C)n1 | -1.3% | 14
Cc1ccc(NC(=O)CN2C(=O)N/C(=C/c3cc(C)n(-c4cccc(C(=O)O)c4)c3C)C2=O)cc1 | 15%* | 3
Cc1c(Cl)cccc1NC(=S)NCC1COc2ccccc2O1 (centres undefined) | 3.5% | 5
CCCCc1cc2c(cc1NC(=O)CN1CCCCC1)OCCO2 | · | -2
COC(=O)c1c(NC(=O)c2ccco2)sc2c1CCC2 | 2.3% | -11
O=C(COc1ccccc1)NC(=S)Nc1ccc2c(c1)Cc1ccccc1-2 | 0.1% | 4
FCCCOc1ccc(/C=N/OCc2c(Cl)cccc2Cl)cc1 | -0.1% | -1
Cn1c(NC2CCCCC2)c(N=O)c(=O)n(C)c1=O | -0.9% | 6
COC(=O)c1ccc(NC(=S)NC2CC2)cc1 | -8.3% | 13

The list itself, repeating the preview:
SMILES | GlmU inhibition | RmlCD inh 1536
COc1ccc(C(CCN2CCN(c3ccccc3)CC2)c2c(O)cc(OC)cc2OC)cc1 (centres undefined) | 4.0% | ·
COc1ccc(C2Nc3ccccc3C(=O)N2Cc2ccco2)cc1CN1C(=O)c2ccccc2C1=O (centres undefined) | -0.3%&-1.4% | -2
Cc1cc(Cl)ccc1OCC(O)CN1C(C)CCCC1C (centres undefined) | -5.7% | 12
Cc1cc(Cl)ccc1OCC(=O)N1CCCN(C(=O)COc2ccc(Cl)cc2C)CC1 | -11% | 4
COc1cc2c(cc1C=O)OCO2 | -1.5% | 4
COCc1cc(C)nc(OCC(=O)N/N=C/c2ccccc2O)c1C#N | 0.1% | -10
Cc1ccccc1CSCC(=O)N1CCN(c2ccccc2)CC1 | 2.1% | -8
Cc1ccccc1Nc1nc(N)nc(CSc2nnnn2C)n1 | -1.3% | 14
Cc1ccc(NC(=O)CN2C(=O)N/C(=C/c3cc(C)n(-c4cccc(C(=O)O)c4)c3C)C2=O)cc1 | 15%* | 3
Cc1c(Cl)cccc1NC(=S)NCC1COc2ccccc2O1 (centres undefined) | 3.5% | 5
CCCCc1cc2c(cc1NC(=O)CN1CCCCC1)OCCO2 | · | -2
COC(=O)c1c(NC(=O)c2ccco2)sc2c1CCC2 | 2.3% | -11
O=C(COc1ccccc1)NC(=S)Nc1ccc2c(c1)Cc1ccccc1-2 | 0.1% | 4
FCCCOc1ccc(/C=N/OCc2c(Cl)cccc2Cl)cc1 | -0.1% | -1
Cn1c(NC2CCCCC2)c(N=O)c(=O)n(C)c1=O | -0.9% | 6
COC(=O)c1ccc(NC(=S)NC2CC2)cc1 | -8.3% | 13
COC(=O)c1sc(N)c(C(=O)OC)c1COC(=O)CNS(=O)(=O)c1cccc(C#N)c1 | -0.7% | 4
O=C(COc1ccc(Br)cc1)Nc1ccc([N+](=O)[O-])cn1 | 2.1% | -5
O=[N+]([O-])c1ccc(C(O)C23CN4CN(CN(C4)C2)C3)cc1 (centres undefined) | -4.1% | 65
CCOC(=O)CSc1nc2c(c(=O)n(C)c(=O)n2C)n1Cc1ccccc1F | 5.9% | -5
O=C(Nc1cccc(C(=O)O)c1)/C(=C\c1ccccc1)NC(=O)c1ccccc1Cl | 2.4% | 6
Cc1cc(N(CCO)CCO)ccc1C(c1ccc(N(CCO)CCO)cc1C)c1ccccc1Cl | -6.1% | 2
O=c1c2cnn(-c3ccccc3)c2ncn1Cc1ccccc1F | -6.7% | ·
NC(=O)CSc1nnc(Cn2c(=O)sc3ccccc32)n1-c1cccc(Cl)c1 | -3.9% | 13
CC(C)Oc1snc(Cl)c1C(N)=O | · | -8
Carrying on.
SMILES | GlmU inhibition | RmlCD inh 1536
COc1ccc(-c2nn(CC(=O)NCCc3ccccc3)c(=S)n2C)cc1 | 1.4% | ·
O=C(Nc1ccc2c(c1)OCCO2)C1CCN(C(=O)c2ccccc2)CC1 | -3.5% | 48
COc1cccc(C2c3c(oc4ccccc4c3=O)C(=O)N2c2ccccn2)c1 (centres undefined) | 1.8% | 5
Cc1ccc(S(=O)(=O)N2CCC(=O)N(C(COCc3cccc(Cl)c3)Cc3ccccc3)CC2)cc1 (centres undefined) | 3.1% | ·
Cc1ccc(S(=O)(=O)N(C)c2ccc(OCC(=O)NCc3ccco3)cc2)cc1 | 4.1% | ·
O=C(/C=C/c1ccccc1)NCC1(c2ccccc2)CCOCC1 | -2.8% | ·
Cc1ccc(Cn2ccc(NC(=O)c3cc(-c4ccccc4)on3)n2)cc1 | -3.6% | 7
CCC(C)N(C)C(=O)c1cc2ccccc2c(-c2ccccc2Cl)n1 (centres undefined) | -2.6% | ?
COCCc1ccc(OCC(O)CNC(C)C)cc1 (centres undefined) | -1.9% | ·
COc1ccc(N2CCN(C(=O)CSc3nnc4ncccn34)CC2)cc1 | 2.9% | 1
O=C(Nc1cc(Cl)ccc1Oc1ccccc1)c1ccc(F)cc1 | 1.0% | -9
O=C(NC1CCCCC1)c1ccc(CNc2c(N3CCOCC3)c(=O)c2=O)cc1 | -2.8% | 12
COc1cc(C(CCN2CCCC2)c2c(OC)cc(OC)c3c(C)cc(=O)oc23)cc(OC)c1OC (centres undefined) | -0.3% | ·
COc1ccc(N2CCN(Cc3nc(N)nc(N4CCCc5ccccc54)n3)CC2)cc1 | 0.6% | ·
CC(C)(C)c1ccc(Cn2cnc(-c3ccc([N+](=O)[O-])cc3)c2)cc1 | 5.6% | ·
CC1CCCCC12NC(=O)N(CC(=O)Nc1ccc(N3CCOCC3)cc1)C2=O (centres undefined) | -1.2% | 19
Cc1ccc(OC(=O)c2ccccc2P(=O)(O)O)cc1 | 3.7% | ·
Cc1ccc(S(=O)(=O)N(CC(=O)Nc2ccccc2C(=O)O)c2ccc(Cl)cc2)cc1 | 2.1% | -5
O=C(NCc1ccco1)c1cnn2c(C(F)(F)F)cc(-c3ccco3)nc12 | 1.0% | -6
COc1cc(OC)c(NC(=O)CCNC(=O)Cn2cnc3ccccc3c2=O)cc1Cl | 0.3% | ·
CC(=O)c1c(C)c(C)c2n1CCn1c(C)ccc1-2 | -0.4% | -8
COc1ccc(N(C)S(=O)(=O)c2cccc(C(=O)Nc3nc4ccccc4[nH]3)c2)cc1 | 2.3% | -11
CN(C)S(=O)(=O)c1cc(NC(=O)CSc2nn(-c3ccc(Cl)cc3)c(=S)s2)ccc1Cl | 2.9% | 0
NC(=O)CSc1nnc(-c2ccncc2)n1-c1ccc(Cl)cc1 | 8.8% | ·
COc1cc(NS(=O)(=O)c2ccc3c(c2)n(C)c(=O)n3C)cc(OC)c1 | -0.8% | -2
Further compounds
SMILES | GlmU inhibition | RmlCD inh 1536
CN1CCN(c2ccc([N+](=O)[O-])cc2C(=O)c2ccc(Cl)cc2)CC1 | 0.5% | 12
O=C(NCc1ccccc1)c1ccc(S(=O)(=O)C(F)F)cc1 | 2.2% | -3
CC(C)c1ccc(NC(=O)Nc2cc3sccc3n2C)cc1 | -5.7% | 8
CCn1c(SCC(=O)Nc2oc(-c3ccccc3)c(-c3ccccc3)c2C#N)nnc1-c1ccco1 | 2.8% | 3
O=C(N/N=C/c1ccco1)c1ccccc1OCc1ccccc1Cl | 2.4% | -15
COC(=O)C1=C(C(=O)OC)[C@@H]2Nc3ccccc3[C@@]23C[C@@H](C(=O)OC)N(C(C)=O)C3=N1 | 5.2% | -5
COc1ccc([N+](=O)[O-])cc1/C=N/NC(=O)CNC(=O)C(c1ccccc1)c1ccccc1 | -7.7% | -5
CC(C)(C)C1CCC(=NNC(=O)c2ccccc2-n2cccc2)CC1 (centres undefined) | 1.7% | 9
CC1CN(c2nc3c(c(=O)n(Cc4ccc(Cl)c(Cl)c4)c(=O)n3C)n2C)CC(C)O1 (centres undefined) | 1.5% | -4
CCOC(=O)c1sc(NC(=O)c2ccccc2C(=O)O)c(C(=O)OCC)c1C | 1.9% | -15
CCCCn1c(-c2cccs2)nc2nc3ccccc3nc21 | 0.6% | ·
S=c1[nH]nc(-c2ccccc2Cl)n1/N=C/C=C/c1ccco1 | -1.4% | ·
COc1ccc(N2C(=O)CC(N3CCN(c4nc5ccccc5s4)CC3)C2=O)cc1 (centres undefined) | 1.5% | ·
CCS(=O)(=O)n1nc(NCc2cccc(OC)c2)nc1NCc1cccc(OC)c1 | 5.3% | -10
C/C(CC(=O)NCc1ccccc1)=N\NC(=O)c1cnccn1 | 4.9% | 4
O=C(CSc1nc2ccccc2o1)N/N=C/c1ccccc1 | -1.1% | ·
O=C(CC(Nc1ccc(F)cc1)C(=O)O)c1ccccc1 (centres undefined) | -5.5% | ·
O=C1C2C(c3ccccc3)CC=CC2[C@H](c2ccc3ccccc3c2)N1Cc1ccccc1 (some centres undefined) | -2.0% | ·
CC(O)CNCc1ccccc1C(F)(F)F (centres undefined) | 6.4% | ·
COC(=O)C1=C(C)N=C2SCCC(=O)N2C1c1ccc(OC(=O)c2ccco2)cc1 (centres undefined) | 4.0% | ·
COc1ccc(-c2ccccc2)cc1NCc1ccc(OC)c(OC)c1 | -6.0% | -3
CC(C)(C)c1nnc2sc(SCC(=O)c3ccc4c(c3)OCCO4)nn2c1=O | -0.7% | 12
Cc1ccc(S(=O)(=O)Oc2ccc(/C=C(/NC(=O)c3ccccc3)C(=O)NC(C)C(=O)O)cc2)cc1 (centres undefined) | 4.4% | ·
CC1=CC2=NC(=O)CC(C)(C(=O)N(CC(=O)NC(C)(C)C)C3CCCC3)N2C=C1 (centres undefined) | -0.2% | 14
C=CCNC(=S)Nc1cc(Cl)ccc1OC | 8.5% | -12
Remaining list, next part:
SMILES | GlmU inhibition | RmlCD inh 1536
CCOCCCNC(=O)C(NC(=O)c1ccc2c(c1)OCO2)c1ccccc1 (centres undefined) | -2.1% | 0
COCCNC(=O)c1cc(OC)c(OC)cc1[N+](=O)[O-] | 2.5% | 0
O=C(CN1CCOCC1)N(c1ccccc1)c1ccc2ccccc2c1 | -1.5% | ·
COc1ccc(C(=O)NC(=S)N(Cc2ccccc2)Cc2ccccc2)cc1 | 2.9% | ·
O=C(Cc1ccc(-n2cnnn2)cc1)NC12CC3CC(CC(C3)C1)C2 | -9.2% | 6
Cc1ccccc1C(=O)Nn1c(C)ccc1C | -2.8% | 10
Cn1c(C(=O)N2CCC3(CC2)OCCO3)cc2c(=O)n(C)c3ccccc3c21 | 0.6% | -7
O=C(CNC(=O)c1ccc(Br)o1)Nc1cccc(-c2cnc3ccccc3n2)c1 | -1.2% | 48
CCCNCc1cc(OC)c(OCC(=O)NCCc2ccccc2)cc1Br | 4.3% | -16
O=C(Nc1sc2c(c1CN1CCOCC1)CCC2)c1ccc(F)cc1 | -3.7% | -12
O=C(Nc1nc2ccccc2[nH]1)c1ccc(Cl)c(S(=O)(=O)N2CCCC2)c1 | 0.2% | ·
CCOC(=O)c1cnc(SC2CC(=O)N(c3ccc(OC)c(OC)c3)C2=O)nc1N (centres undefined) | 2.3% | -5
Cc1nn(-c2ccccc2)c(=O)c2ccccc12 | 1.7% | -7
CC(=O)Oc1ccc([C@@H]2COc3c(ccc4c3C=CC(C)(C)O4)C2)c(OC(C)=O)c1 | -0.4% | ·
CCC(Sc1nc(=O)cc(N)n1CCc1ccccc1)C(=O)Nc1cc(C)on1 (centres undefined) | 5.0% | ·
C=CCC(=O)OCC(=O)Nc1ccc(Cl)cn1 | -4.2% | ·
COc1ccc(CN2CCC(CO)(Cc3cccc(C(F)(F)F)c3)CC2)cc1Cn1cccn1 | -9.8% | 7
CN1CCCN(Cc2ccc(Cl)cc2Cl)CC1 | 3.8% | ·
O=C1Nc2ccc(S(=O)(=O)N3CCCC3C(=O)O)c3cccc1c23 (centres undefined) | 4.4% | ·
Cc1ccc(C)c(NC(=S)N(C)CCc2ccccn2)c1 | -0.1% | -12
Nc1cnc(-c2ccccc2)nc1Cl | -4.2% | -7
O=C(Cc1ccccc1)Nn1c(-c2ccccc2F)nc2ccccc2c1=O | 7.7% | -3
Cn1c(CCN2CCOCC2)nc2cc(NC(=O)COc3ccccc3)ccc21 | 5.3% | ·
O=C(Nc1ccccc1)c1ccc(=O)n(Cc2ccc(F)c(F)c2)c1 | -2.5% | ·
COC(=O)[C@H](CC(C)C)NC(=O)NC1CCCc2ccccc21 (some centres undefined) | -1.3% | 10
Continuation.
SMILES | GlmU inhibition | RmlCD inh 1536
CCN(CC)C(=O)c1cn(CCC#N)nc1-c1ccc(F)cc1 | -6.7% | -11
COc1ccc2cc(C(=O)C3CCCN(C(=O)c4ccnn4C)C3)ccc2c1 (centres undefined) | 2.4% | ·
CCOC(=O)Cn1c(CN(C)Cc2ccccc2)nc2c1c(=O)n(C)c(=O)n2C | -3.5% | ·
CN(C)c1ccc(-c2nn3c(-c4ccccc4Cl)nnc3s2)cc1 | 4.6% | ·
CC(C)(C)c1cc(-c2ccccc2)no1 | -7.1% | 9
Cc1nnc(SCC2CCCO2)n1-c1ccccc1 (centres undefined) | 4.3% | ·
O=C(O)C1CCCN1C(=O)Nc1ccc(F)cc1 (centres undefined) | 1.1% | -1
CN(CC(O)COCc1cccs1)C1CCCCC1 (centres undefined) | -0.3% | 22
Cc1ccc(-n2nnnc2-c2nc3ccccc3s2)cc1 | 6.5% | 0
